Screens from PubChem.
Coupling enz = coupling enzyme interference in Giardia aldolase counter-screen; coupling enzyme system counterscreen, AmpLite Red fluorescence; activity change, negative = inhibition, % at 58.2 µM, hits read low; hit rate 0.67% among 290,000; AID 2472; in the data active means activity change below about -30%
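Counterscreen lacking aldolase: glyceraldehyde-3-phosphate coupling-enzyme reagent preincubated 10 min at RT with compound (at 57.5 uM final), then substrate/coupling system with AmpLite Red added; fluorescence read at 525/598 nm after 20 min RT.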
KCNH2 WT inh = KCNH2 (human, wildtype) channel inhibition; activity change, % at 1.84 µM; Q12809; U2OS, BacMam KCNH2, thallium flux FluxOr; hits give low values; hit rate 0.37% among 340,000;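 active means maximum activity change below -70%; inconclusive means maximum activity change between -70% and -50%; inactive means maximum activity change above -50%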
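U2OS cells transduced with wild-type KCNH2 virus are loaded with FluxOr dye for 45 min, and thallium flux is measured in kinetic reads before and after stimulation buffer. Rate constants are normalized to DMSO controls.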
B2AR arrestin = agonists driving beta-arrestin recruitment to human beta2-adrenergic receptor. P07550. beta-arrestin recruitment to beta2AR, cell-based reporter. Potency, µM (titrated, usually from 46.1 µM), for inactives: top-dose activation, actives largely listed as activators. hit rate 0.02% among 330,000. AID 492947;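 further: potency means the concentration at half of the fitted maximal effect; 0% = DMSO controls and full agonism = EC100 isoproterenol or metaproterenol; nearly all actives have a fitted effect of over 65% in size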
Target sequence (P07550 whole entry, looked up): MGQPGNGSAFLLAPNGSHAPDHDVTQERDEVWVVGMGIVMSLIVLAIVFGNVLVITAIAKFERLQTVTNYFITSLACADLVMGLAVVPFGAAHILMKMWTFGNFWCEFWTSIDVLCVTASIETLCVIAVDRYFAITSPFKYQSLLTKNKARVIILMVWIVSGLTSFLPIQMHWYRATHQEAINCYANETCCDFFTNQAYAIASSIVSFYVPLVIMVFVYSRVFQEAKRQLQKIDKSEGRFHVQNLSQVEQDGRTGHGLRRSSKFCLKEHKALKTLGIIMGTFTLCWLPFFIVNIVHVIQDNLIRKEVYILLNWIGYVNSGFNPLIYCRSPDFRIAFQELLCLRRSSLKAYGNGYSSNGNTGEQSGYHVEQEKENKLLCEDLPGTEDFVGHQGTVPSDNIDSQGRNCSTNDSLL
uPA generation = cell surface uPA generation inhibition; AID 540303; cell surface uPA generation assay, qHTS; hit rate 0.31% among 330,000; Potency, µM (titrated, usually from 38.3 µM), for inactives: at the top dose activity change, negative = inhibition, actives largely listed as inhibitors; active means well fitted inhibition curve with a large enough effect; inconclusive means small, poorly fitted or top-dose-only effect; inactive means no such curve, though single readings can be large or run the other way; tested in mouse RAW 264.7 cells; further: potency means the concentration at half of the fitted maximal effect; nearly all actives have a fitted effect of over 55% in size
PKM2 act = PKM2 (human) enzyme activation. P14618. purified PKM2, Kinase-Glo ATP luminescence, activation; response scale: 0% is enzyme alone, no compound. Potency, µM (titrated, usually from 57.5 µM), for inactives: top-dose activation, most hits filed as activators. hit rate 0.34% among 260,000; further: potency means the concentration at half of the fitted maximal effect; nearly all actives have a fitted effect of over 55% in size
Target sequence (P14618 whole entry, looked up): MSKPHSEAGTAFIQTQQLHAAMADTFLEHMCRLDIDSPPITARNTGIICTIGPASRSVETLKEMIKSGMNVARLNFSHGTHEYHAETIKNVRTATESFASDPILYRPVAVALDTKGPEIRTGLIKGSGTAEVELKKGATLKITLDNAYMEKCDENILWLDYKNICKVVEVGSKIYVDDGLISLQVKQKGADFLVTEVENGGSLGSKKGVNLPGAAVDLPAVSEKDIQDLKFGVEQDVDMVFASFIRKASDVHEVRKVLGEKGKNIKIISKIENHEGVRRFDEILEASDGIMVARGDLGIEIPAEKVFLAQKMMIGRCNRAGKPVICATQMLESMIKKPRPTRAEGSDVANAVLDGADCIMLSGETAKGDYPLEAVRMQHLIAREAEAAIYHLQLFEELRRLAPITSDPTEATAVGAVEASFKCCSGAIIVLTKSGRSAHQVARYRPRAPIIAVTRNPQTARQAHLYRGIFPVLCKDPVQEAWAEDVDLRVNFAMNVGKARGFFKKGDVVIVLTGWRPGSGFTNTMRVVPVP
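hPK-M2, >95% pure; 0.1 mM ADP / 0.5 mM PEP final; imidazole pH7.2 buffer w/ 7 mM MgCl2, 50 mM KCl; 1 h RT; Kinase-Glo lum. Intermediate enzyme activity for dual inhibitor/activator qHTS.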
USP2a inh = blocks human ubiquitin-specific protease USP2a; USP2 core, Ub-CHOP2 coupled fluorogenic reporter, 485/531; Potency, µM (titrated, usually from 38.3 µM), for inactives: at the top dose activity change, negative = inhibition, actives largely listed as inhibitors; hit rate 0.01% among 330,000; AID 463254;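 further: potency means the concentration at half of the fitted maximal effect; plate controls were DMSO wells for no effect and full inhibition by NEM control for full effect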
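Cell-free coupled assay: 10nM USP2 core preincubated 30min RT with compound in Tris-HCl pH 8.0/CaCl2/CHAPS buffer, then 25nM Ub-CHOP2 and 25nM reporter substrate; fluorescence (Ex 485/Em 531) read after 60min RT, normalized to NEM inhibition, concentration-response curves fitted.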
GALK inhibitor = galactokinase (human) inhibition | hit rate 0.007% among 270,000 | Purified GALK, Kinase-Glo residual ATP luminescence | P51570 | Potency, µM (highest dose often 57.5 µM), for inactives: at the top dose activity change, negative = inhibition, actives largely listed as inhibitors; further: potency means the concentration at half of the fitted maximal effect
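ATP-depletion format; final 35 uM ATP, 100 uM D-galactose, 5 nM enzyme; pH 8.0 HEPES/Mg2+ buffer; 60 min RT; luminescence read 10 min after detection reagent.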
Chronic BCR inh = chronic active BCR signaling inhibition | ABC-DLBCL IkBa-CBG/CBR reporter, luminescence ratio, 4 h | Potency, µM (highest dose often 46.1 µM), for the others: top-dose ratio change, negative = lower green/red ratio, most hits filed as inhibitors | hit rate 0.05% among 340,000; active means well fitted inhibition curve with a large enough effect in the signal ratio, with a control signal flat, not every such curve was filed as active; inconclusive means small, poorly fitted or top-dose-only effect, or effect the other way, or a change in a side signal; the % refers to the signal ratio;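 further: potency means the concentration at half of the fitted maximal effect; plate controls were basal doxycycline-induced cells for no effect and cells given 10 µM MG132 for full effect; MG132 reads +100%, hits lower the ratio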
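Compounds up to 46 uM were incubated four hours with TMD8 cells whose green CBG68 luciferase is fused to IkappaBalpha; red CBR luminescence normalised the signal, and concentration-effect curves were fitted to fusion, red and ratio data.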
Eya2 inh = inhibitors of human Eya2 phosphatase activity; hit rate 0.006% among 330,000; recombinant Eya2, OMFP fluorescence dephosphorylation (OMFP is methylfluorescein phosphate); AID 488837; Potency, µM (series often up to 76.9 µM), for the others: top-dose activity, negative = inhibition, usual class: inhibitors; further: potency means the concentration at half of the fitted maximal effect
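Eya2 (0.2 uM) preincubated 10 min at ambient with compound, then OMFP substrate added at 50 uM; 10 min reaction in 50 mM HEPES pH 7.5, 50 mM NaCl, 5 uM MgCl2, 0.05% BSA, 1 mM DTT. Fluorescence read at Ex 485/Em 525 nm.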
KCNH2 3.1 block = KCNH2 3.1 (human) potassium channel inhibition. activity change, % (tested at about 1.8 µM). hit rate 0.95% among 340,000. U2OS KCNH2 3.1, thallium flux FluxOr; hits give low values;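 active means maximum activity change below -70%; inconclusive means maximum activity change from -70% to -50%; inactive means maximum activity change above -50%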;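 further: thallium influx rate constant from kinetic fluorescence after stimulation buffer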
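We transduce U2OS cells with the mutant 3.1 virus, culture them overnight, load FluxOr with Red40 quencher for 45 min, then add stimulation buffer and read kinetically for 2 min to derive a normalized rate constant.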
Giardia kill = Giardia lamblia killing; activity change, % at 7.66 µM, hits read low; AID 540267; Giardia lamblia trophozoite viability; hit rate 0.15% among 340,000; in the data active means activity change below about -80%; inconclusive means between about -30% and that limit;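 further: parasites exposed to compound for two days anaerobically before the ATP read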
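Giardia lamblia trophozoites (100 cells/well) were incubated with compounds for 48 h at 37 deg C under anaerobic conditions. Viability was read as ATP content by one-step luminescence after 15-30 min at room temperature.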
Active calls of the source: *; ? = inconclusive; . = not tested or not shown; [ ] = another dose, or the depositor's remark. Unless noted, the call rests on the fitted dose curve; in most records, active means well fitted curve in the direction sought with a large enough effect; inconclusive means small, poorly fitted or top-dose-only effect, or another doubt; inactive means no such curve, though single readings can be large; an effect the other way counts as inactive or inconclusive. Unless noted, on the % scale 0 is the no-effect control and ±100 the full control effect.

No. | SMILES | Coupling enz | KCNH2 WT inh | B2AR arrestin | uPA generation | PKM2 act | USP2a inh | GALK inhibitor | Chronic BCR inh | Eya2 inh | KCNH2 3.1 block | Giardia kill
1 | COC(=O)c1ccc(C(=O)Nc2ccc(N)cc2N)cc1 | -34* | 0 | -0.7% | 3% | 3% | 1% | 0% | 0% | 2% | 4 | -11
2 | Cc1ccc(NC(=O)CCC(=O)n2nc(C)cc2C)c(C)c1 | 1 | 3 | -0.1% | 4% | 1% | 2% | 1% | 17% | -15% | -4 | 8
3 | Cc1cc(C)c(OCC(=O)Nc2ccccc2N2CCCCC2)c(C)c1 | . | 2 | -0.5% | 0% | . | 0% | . | 5% | -8% | -9 | -2
4 | O=C(NC1CCS(=O)(=O)C1)Oc1ccccc1 (configuration not stated) | -1 | -2 | -0.6% | 3% | 0% | 3% | 0% | 1% | 2% | -7 | 0
5 | O=[N+]([O-])c1cnccc1Nc1cccc(F)c1 | -2 | -7 | -0.4% | -4% | 3% | 0% | -3% | -6% | 9% | -4 | 3
6 | COc1ccc(-c2cccc(C3CC=CC4C3C(=O)N(Cc3ccccc3)C4c3ccc(OC)c(Cl)c3)c2)cc1 (configuration not stated) | 6 | . | 0.2% | 1% | -4% | 14% | -2% | -1% | 3% | . | 20
7 | Cc1ccccc1NS(=O)(=O)c1ccc(C(=O)N2CCCCCCC2)cc1 | . | 5 | 0.0% | 12% | . | 2% | . | ? | 0% | -7 | 3
8 | O=C(CSc1nc2ccccc2c(=O)n1CCCN1CCOCC1)c1c[nH]c2ccccc12 | 1 | 6 | -0.8% | -9% | -1% | 1% | 4% | -4% | -4% | -4 | 10
9 | COc1cc(C(C)=O)ccc1Oc1ncccn1 | 2 | -5 | 0.0% | -9% | . | 2% | 1% | -6% | 14% | 1 | 37[activator]
10 | Cc1ncc([N+](=O)[O-])n1CCOC(=O)c1ccc(Cl)cc1Cl | 1 | 3 | -0.3% | 1% | 6% | -1% | -5% | 1% | 7% | 1 | ?
11 | CC(C)Cc1cc(C(=O)Nc2ccc3c(c2)OCO3)no1 | -3 | 1 | -0.3% | ? | -19% | 3% | 3% | ? | -20% | -16 | 4
12 | CC(=O)N1CCN(C(=O)c2cc(S(=O)(=O)N3CCN(c4ccccc4)CC3)ccc2Cl)CC1 | . | 20 | 0.3% | -3% | . | -1% | . | 6% | 10% | -10 | -10
13 | O=C(Nc1nnc(C2CC2)s1)C1CCCO1 (configuration not stated) | 2 | -6 | -0.3% | -1% | ? | 2% | 1% | -1% | 5% | 2 | 0
14 | CCN(CC)c1c([N+](=O)[O-])ncn1C | 0 | 23 | 0.0% | -3% | -9% | 1% | -5% | 0% | -17% | 33 | -6
15 | COc1ccc(-c2nc3cc([N+](=O)[O-])ccc3o2)cc1 | 1 | -14 | -1.0% | -1% | -1% | 2% | 1% | 4% | -15% | 10 | -17
16 | COc1cc2c(cc1OC)C(C)N(C(=O)CCN1C(=O)C3C4C=CC(C4)C3C1=O)CC2 (configuration not stated) | -1 | -4 | -0.7% | -12% | 6% | 0% | 0% | ? | 4% | -3 | 8
17 | COc1ccccc1C1NC(=O)CS1 (configuration not stated) | -2 | -4 | 0.2% | 13% | -8% | 1% | 2% | -2% | 4% | -14 | 11
18 | CCN(CC)c1ccc(/C=N/N2CCN(Cc3ccccc3)CC2)c(O)c1 | 0 | 4 | -0.9% | 7% | 18% | 2% | 0% | -4% | 4% | -5 | -29
19 | CC(C)(C)SCCNS(=O)(=O)c1ccc(Cl)cc1 | -4 | -3 | -0.6% | -1% | -9% | 1% | 0% | 4% | -1% | 22 | 2
20 | CC(C)c1ccc(NS(=O)(=O)c2ccc3c(c2)NC(=O)CO3)cc1 | . | 0 | -0.1% | 15% | . | 3% | 0% | -3% | 6% | 6 | -9
21 | COc1ccc(/C=C2\SC(=S)N(CC(=O)N(C)C3CCS(=O)(=O)C3)C2=O)cc1 (configuration not stated) | 0 | 6 | -0.1% | 1% | -1% | 2% | 12% | ? | -10% | 6 | 31[activator]
22 | CC12CCC(C(=O)NCCCN3CCOCC3)(OC1=O)C2(C)C (configuration not stated) | 1 | 24 | -0.3% | -4% | -1% | -2% | 7% | 1% | 5% | 10 | 4
23 | CCOC(=O)N1CCC(N2CC34C=CC(O3)C(C(=O)Nc3ccc(F)cc3)C4C2=O)CC1 (configuration not stated) | 2 | -2 | 0.5% | -6% | -1% | 3% | 1% | 0% | 1% | 2 | 7
24 | O=C(COc1cccc(C(F)(F)F)c1)NNC(=O)Cn1c(=O)cnc2ccccc21 | . | 0 | -0.1% | 6% | . | 2% | . | -2% | 19% | -5 | 3
25 | CN(C)S(=O)(=O)c1ccc(C(=O)OCCn2cnc3c2c(=O)n(C)c(=O)n3C)cc1 | 2 | 4 | 0.3% | 0% | 4% | 0% | 7% | -2% | -3% | -4 | 10
26 | Cc1ccc2cc(CN(CCN(C)C)C(=S)Nc3ccccc3)c(=O)[nH]c2c1C | 2 | 24 | -0.6% | -13% | 4% | 6% | 4% | -4% | 5% | 11 | 22
27 | O=C(CCNC(=O)Cn1ccc2ccccc2c1=O)NCCc1ccccc1Cl | 0 | 6 | 0.1% | -4% | -21% | 6% | 1% | 0% | -12% | 2 | 1
28 | COc1ccccc1N1CCN(S(=O)(=O)c2ccccc2)CC1 | 2 | 0 | -0.3% | -22% | 19% | -2% | -1% | ? | -33% | 31 | -8
29 | N#C/C(=C/c1cn[nH]c1-c1cccc(Br)c1)C(=O)O | 7 | 3 | -0.6% | 23% | -1% | 2% | -6% | 5% | -24% | 0 | 13
30 | COc1ccc(C(=O)N2CCC(C(=O)NC3CC3)CC2)cc1 | 0 | 3 | -0.6% | -2% | -3% | 2% | 18% | 9% | 4% | 23 | 9
31 | O=C(OC1Cn2c(=O)ccc(=O)n2C1)c1ccc([N+](=O)[O-])cc1 | 1 | -3 | -0.3% | 0% | 1% | -2% | 0% | 2% | -17% | 4 | 1
32 | Clc1cc(Br)ccc1OCCOCCOc1cccc2cccnc12 | 5 | -8 | -0.4% | -9% | 5% | -10% | -4% | ? | -21% | -7 | 4
33 | COc1cc(C(=O)Nc2ccc(N3CCOCC3)cc2)ccc1OCc1c(C)noc1C | 1 | 10 | -0.9% | 1% | 12% | 3% | -4% | -1% | 3% | 4 | -19
34 | Clc1cc(Br)ccc1OCCCNCc1ccccc1 | 0 | 54 | -0.7% | 13% | 7% | 0% | 1% | 0% | -4% | -26 | -12
35 | Cn1c(C(=O)N2CCCC(Nc3ccc(F)cc3)C2)cc2ccccc21 (configuration not stated) | -1 | 5 | 0.1% | 1% | . | 4% | 0% | -3% | 4% | 4 | 12
36 | COCCNc1nc(-n2nc(C)cc2C)nc2sc3c(c12)CCCC3 | -8 | -10 | . | -3% | 3% | . | 1% | . | . | 3 | -8
37 | CCn1cc(C(=O)N2CC(C)CC(C)C2)c(=O)c2cc(S(=O)(=O)N3CCCC3)ccc21 (configuration not stated) | -8 | 4 | -0.7% | 5% | -1% | 1% | 6% | -3% | 4% | -7 | -9
38 | COc1ccc(CC(=O)N(c2ccccc2)c2nc(C)cs2)cc1 | 2 | 6 | -0.8% | -2% | 12% | -3% | 2% | ? | -4% | 7 | 7
39 | O=C(Cn1nnc(-c2cccs2)n1)N1CCOCC1 | 0 | -9 | 0.0% | 11% | -21% | 0% | 0% | 9% | -1% | 2 | -10
40 | CCNc1ccc(C(=O)OCC(=O)Nc2cc(C)on2)cc1[N+](=O)[O-] | . | 21 | 0.1% | 6% | . | 1% | . | -3% | -12% | 7 | 5
41 | N#C/C(=C/c1ccc(OCc2ccccc2)cc1)C(=O)NC1CCCCC1 | 4 | -12 | 0.0% | 4% | -26% | 0% | -1% | -3% | 11% | -9 | 1
42 | COc1ccc(N2CC(C(=O)N/N=C/c3ccc([N+](=O)[O-])cc3)CC2=O)cc1 (configuration not stated) | 3 | 0 | 0.1% | -4% | 0% | 0% | 4% | 0% | 11% | -18 | -4
43 | O=c1cc(-c2ccccc2Cl)oc2cc(O)cc(O)c12 | 5 | 7 | -0.4% | 12% | 35% | -7% | . | 0% | -16% | 25 | -27
44 | CCN(CC)S(=O)(=O)c1ccc(NS(=O)(=O)c2ccc(F)cc2)cc1 | 4 | 5 | ? | 1% | 1% | -10% | 2% | 14% | 2% | -1 | 25
45 | O=[N+]([O-])c1cccc(S(=O)(=O)Nc2cccc(-c3ccc(N4CCOCC4)nn3)c2)c1 | . | 3 | 0.4% | -8% | . | 3% | . | 6% | -13% | 5 | -23
